Bioassay records as filed in PubChem.
ROMK primary = ROMK potassium channel modulators, primary screen, cell-based, thallium flux, MLSMR library | Tet-inducible ROMK, thallium flux fluorescence; actives lie on both sides | 130,000 tested, 2% active | B-score at 10 µM | AID 1918, 2009;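 active = signal ratio slope over the read window, or its plate-corrected B-score, at least 3 SD from the plate mean, either direction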;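 note: B-score of the F/F0 ratio slope over 7 to 12 s after thallium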
Target sequence (P48048 whole entry, looked up): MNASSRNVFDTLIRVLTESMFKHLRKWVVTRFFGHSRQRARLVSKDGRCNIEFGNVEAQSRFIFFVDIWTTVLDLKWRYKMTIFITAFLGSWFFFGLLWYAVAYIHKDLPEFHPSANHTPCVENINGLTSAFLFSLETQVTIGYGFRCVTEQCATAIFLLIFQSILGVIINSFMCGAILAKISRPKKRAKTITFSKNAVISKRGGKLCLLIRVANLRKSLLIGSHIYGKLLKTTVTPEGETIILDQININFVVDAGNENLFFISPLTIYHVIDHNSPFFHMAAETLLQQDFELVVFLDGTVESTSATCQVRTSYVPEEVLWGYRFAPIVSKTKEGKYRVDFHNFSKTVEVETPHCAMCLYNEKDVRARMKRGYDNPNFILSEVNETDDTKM
TR-FRET SRC-2 ct = TR-FRET signal artefacts, primary screen, artefact control for PPARgamma SRC-2 agonist project, biochemical | TR-FRET artefact counter-screen; hits give high values | TR-FRET ratio at 8 µM | 200,000 tested, 0.4% active | AID 1049, 2008; in the data active = TR-FRET ratio above about 2000; note: inactives centre near 1500
G6PDH counter = L. mesenteroides G6PDH inhibitors, counter-screen for G6PDH-coupled screening assays, biochemical, Leuconostoc mesenteroides enzyme; glucose-6-phosphate dehydrogenase [Leuconostoc mesenteroides]; Purified L. mesenteroides G6PDH, diaphorase/resazurin coupled fluorescence, 45 min; inhibition, % at 5 µM; 200,000 tested, 0.12% active; AID 1020, 2008; in the data active = inhibition above about 50%
PPARg SRC1 recr = PPARgamma agonists recruiting SRC-1 coactivator, primary screen, biochemical; PPARgamma-SRC-1 coactivator recruitment biochemical assay; activation, % at 8 µM; 200,000 tested, 0.41% active; Peroxisome proliferator-activated receptor gamma (Homo sapiens), P37231; in the data active = activation above about 19%;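 note: 0% = DMSO and 100% = reference agonist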
Target sequence (P37231 whole entry, looked up): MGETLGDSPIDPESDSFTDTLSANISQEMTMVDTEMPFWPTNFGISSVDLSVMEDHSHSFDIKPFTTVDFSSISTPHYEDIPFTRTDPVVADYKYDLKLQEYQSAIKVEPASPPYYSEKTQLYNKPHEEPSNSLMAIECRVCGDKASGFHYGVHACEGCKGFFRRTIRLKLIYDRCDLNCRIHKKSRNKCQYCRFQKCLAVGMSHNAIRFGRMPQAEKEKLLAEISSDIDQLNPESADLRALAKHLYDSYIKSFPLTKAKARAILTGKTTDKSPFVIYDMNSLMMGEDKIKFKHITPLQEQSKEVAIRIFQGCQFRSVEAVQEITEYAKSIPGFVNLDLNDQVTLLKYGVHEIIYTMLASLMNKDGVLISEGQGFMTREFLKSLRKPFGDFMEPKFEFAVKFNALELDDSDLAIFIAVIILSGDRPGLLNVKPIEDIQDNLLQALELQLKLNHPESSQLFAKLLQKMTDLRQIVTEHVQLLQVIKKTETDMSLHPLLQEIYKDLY
PPARg SRC3 recr = PPARgamma agonists recruiting SRC-3 coactivator, primary screen, biochemical. AID 731, 2007. Peroxisome proliferator-activated receptor gamma (Homo sapiens), P37231. activation, % at 8 µM. biochemical PPARgamma/SRC-3 coactivator recruitment assay. 200,000 tested, 0.26% active; in the data active = activation above about 23%;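 note: 0% = DMSO and 100% = reference agonist; some compounds past the cut are filed as inactive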
PMI activator = activators of human PMI, primary screen, biochemical, fluorescence intensity, near-Km mannose 6-phosphate. 190,000 tested, 0.005% active. activation factor at 20 µM. Mannose-6-phosphate isomerase (Homo sapiens), P34949. purified human PMI, coupled resazurin fluorescence, 20 min; hits give high values; 1 = vehicle control, 0 substrate-free wells;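 active = activation factor of 2 or more at 20 µM, relative to plate controls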
Diaphorase act = compounds boosting diaphorase resazurin reduction – biochemical, uHTS, resorufin fluorescence, counter-screen for diaphorase-coupled primary assays, primary screen | 190,000 tested, 0.005% active | Diaphorase/resazurin coupled assay, 16 min; hits give high values; 1 = vehicle wells, 0 = NADH-free wells | activation factor at 20 µM;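 active = diaphorase activity raised at least twofold by the compound at 20 µM; inactive = activation factor below 2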
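Measured by – red resorufin fluorescence at 544/590 nm excitation/emission · Test system – Clostridium kluyveri diaphorase, purified enzyme · Incubation – reaction time 16 min, room temperature · Buffer or medium – 50 mM HEPES pH 7.4 with 4.542 mM MgCl2, 0.005% Tween 20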
PPARg SRC2 recr = agonists of PPARg-SRC-2 recruitment, primary screen, biochemical, HTS. PPARgamma LBD-SRC-2 recruitment. activation, % at 8 µM. 200,000 tested, 0.34% active. Peroxisome proliferator-activated receptor gamma (Homo sapiens), P37231; in the data active = activation above about 22%;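 note: 0% = vehicle and 100% = reference agonist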
S1P3 antag = S1P3 receptor antagonists, primary screen, cell-based; 170,000 tested, 0.27% active; CHO S1P3 NFAT-BLA reporter, FRET fluorescence, antagonist mode; inhibition, % at 4.98 µM; Sphingosine 1-phosphate receptor 3 (Homo sapiens), Q99500; AID 485, 2006;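 active = inhibition above the plate cutoff, the mean inhibition of test wells on that plate plus 3 SD, cut at about 28% in these data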;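 note: cells challenged with S1P at its EC80 of 0.8 µM; blue over green emission ratio from cleaved BLA substrate after 4 h stimulation; 0% = S1P-stimulated wells and 100% = unstimulated DMSO-only wells; some compounds past the cut are filed as inactive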
PMI act hi M6P = human PMI activators, high substrate, primary screen, biochemical, fluorescence intensity, near-saturating mannose 6-phosphate; AID 1216, 2008; activation factor at 20 µM; coupled PMI enzyme assay, resazurin fluorescence, 20 min; hits give high values; 1 = untreated enzyme, 0 = substrate-free blank; 190,000 tested, 0.34% active; Mannose-6-phosphate isomerase (Homo sapiens), P34949;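 active = activation factor of 2 or more at 20 µM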
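Test system: human phosphomannose isomerase with PGI, G6PDH, diaphorase coupling enzymes; Amount: PMI at 15 ng/mL final; Reagent: Mannose-6-phosphate 1.0 mM (near-saturating) plus 0.22 mM NADP+; Timing: 20 min, room temperature; Technique: resorufin fluorescence at Ex 544/Em 590 nm; Dosing: 20 µM single dose.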
Diaph inh CS = diaphorase inhibitors and chemical oxidizers, primary screen, counter-screen for diaphorase-coupled primary assays, biochemical, uHTS, resorufin fluorescence. inhibition, % at 20 µM. 190,000 tested, 0.69% active. diaphorase resazurin-to-resorufin fluorescence, NADH, 16 min; bacterial (C. kluyveri) enzyme, not human;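 active = primary screen inhibition at 20 µM above a set limit, cut at about 50% in these data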;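 note: plate controls were DMSO with full reaction for no effect and wells lacking NADH for full effect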
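controls = No-NADH positive control and DMSO neutral control | system = Clostridium kluyveri diaphorase enzyme | timing = reaction incubation of 16 min at room temperature | signal = resorufin fluorescence 544/590 nm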
Numbers without * were called inactive; x = not tested or not shown.

The first five entries (preview)
SMILES | ROMK primary | TR-FRET SRC-2 ct | G6PDH counter | PPARg SRC1 recr | PPARg SRC3 recr | PMI activator | Diaphorase act | PPARg SRC2 recr | S1P3 antag | PMI act hi M6P | Diaph inh CS
CCOC(=O)CN1C(=O)C(C)(C)Oc2ccc(C(=O)Nc3ccccc3)cc21 | x | 1602 | -4 | -2 | -10 | 1 | 1 | 3 | 15 | 1 | 1
CC1=CCC2C(=O)N(c3ccc(Br)cc3C)C(=O)C2C1 (stereo not given) | x | 1251 | 6 | 0 | -11 | 0.9 | 0.8 | 8 | 10 | 1 | 16
CC(C)=N/N=c1\scc(C)n1Cc1ccco1 | 1 | 1695 | -1 | 6 | 4 | 1.1 | 0.9 | 7 | -6 | 0.9 | 9
Cc1ccc2nc(NC(=S)NC(=O)c3ccco3)sc2c1 | 1.1 | 2308* | -6 | 22* | 19 | 1 | 0.9 | 29* | 8 | 1 | 8
O=C(CCC1CCCCC1)NCc1ccc(F)cc1 | -0.87 | 1467 | -8 | 7 | -1 | 1 | 1 | -1 | 0 | 1 | 3

The listing (from the top)
SMILES | ROMK primary | TR-FRET SRC-2 ct | G6PDH counter | PPARg SRC1 recr | PPARg SRC3 recr | PMI activator | Diaphorase act | PPARg SRC2 recr | S1P3 antag | PMI act hi M6P | Diaph inh CS
CCOC(=O)CN1C(=O)C(C)(C)Oc2ccc(C(=O)Nc3ccccc3)cc21 | x | 1602 | -4 | -2 | -10 | 1 | 1 | 3 | 15 | 1 | 1
CC1=CCC2C(=O)N(c3ccc(Br)cc3C)C(=O)C2C1 (stereo not given) | x | 1251 | 6 | 0 | -11 | 0.9 | 0.8 | 8 | 10 | 1 | 16
CC(C)=N/N=c1\scc(C)n1Cc1ccco1 | 1 | 1695 | -1 | 6 | 4 | 1.1 | 0.9 | 7 | -6 | 0.9 | 9
Cc1ccc2nc(NC(=S)NC(=O)c3ccco3)sc2c1 | 1.1 | 2308* | -6 | 22* | 19 | 1 | 0.9 | 29* | 8 | 1 | 8
O=C(CCC1CCCCC1)NCc1ccc(F)cc1 | -0.87 | 1467 | -8 | 7 | -1 | 1 | 1 | -1 | 0 | 1 | 3
COCCNCCCCOc1ccc(Br)cc1C | -0.53 | 1566 | 10 | -1 | -5 | 1.1 | 0.9 | -5 | -3 | 1.1 | 8
N#CC1=C(N)Oc2cc(O)ccc2C1c1cccs1 (stereo not given) | -0.5 | 1576 | -4 | 2 | -5 | 1 | 0.8 | -4 | -1 | 0.9 | 15
Cc1[nH]c2ccccc2c1/C=N/NC(=O)c1cccs1 | -2.1 | 1670 | 8 | 12 | -4 | 1 | 0.9 | 4 | -4 | 0.8 | 9
O=C(Nc1ccc(Cl)cc1)/C(=C/c1cccc(O)c1)c1nc2ccccc2s1 | x | 1619 | 12 | 5 | 6 | 0.8 | 0.7 | 4 | -10 | 0.9 | 27
COc1ccc(-c2c(C)oc3c(CN4CCN(CCO)CC4)c(O)ccc3c2=O)cc1OC | 0.17 | 1608 | 2 | 6 | -1 | 1 | 0.9 | -8 | 13 | 1 | 11
O=C(COC(=O)c1cccs1)Nc1ccccc1 | x | 1571 | 6 | -2 | -2 | 1 | 1 | 3 | x | 1 | 2
Cc1ccc(P(=O)(O)c2ccc(C)cc2)cc1 | x | 1609 | -7 | 4 | 1 | 1.1 | 0.9 | 0 | x | 1 | 6
CC(C)CCNC(=O)CSc1nc2ccsc2c(=O)n1NC(=O)c1ccccc1 | x | 1622 | 0 | 5 | -5 | 1 | 0.9 | 7 | x | 1 | 13
CCCCCc1c(C)nc(Nc2nc(C)c3cc(OC)ccc3n2)[nH]c1=O | 0.17 | 1569 | 13 | 0 | 17 | 0.9 | 0.9 | 5 | 10 | 0.9 | 14
COc1ccc(CN2C(=O)CC(C(=O)NCCc3ccc(S(N)(=O)=O)cc3)SC2=Nc2ccccc2)cc1 (stereo not given) | x | 1676 | -2 | 8 | 1 | 0.9 | 1 | 9 | 16 | 0.9 | 3
Cc1c(C(=O)NCc2ccc(F)cc2)c(-c2ccccc2)nn1-c1ccccc1 | x | 1529 | -1 | 2 | 3 | 1 | 1 | -8 | x | 1 | 4
COCC1CCN(Cc2cn(Cc3ccccc3)nc2-c2cc3ccccc3o2)CC1 | 0.29 | 1639 | -1 | 1 | 4 | 1 | 1.2 | 2 | -4 | 1.1 | -18
CC(C)[C@@H]1NC(=O)c2cc([N+](=O)[O-])cc(I)c2NCCC[C@@H](C(=O)NC(CC(=O)O)C(N)=O)NC(=O)[C@H](CO)NC1=O (stereo not given in full) | -0.26 | 1489 | 13 | 9 | -3 | 1 | 0.8 | 2 | -18 | 1 | 16
COc1cccc(NC(=S)C(C#N)=C2N(C)c3ccccc3N2C)c1 | -0.53 | 1484 | 5 | 2 | -1 | 1 | 0.9 | -4 | -11 | 0.9 | 12
CCCn1c(SCC(=O)Nc2sc(C)c(C)c2C(=O)OCC)nc2c1c(=O)n(C)c(=O)n2C | 1.3 | 1510 | 8 | 6 | -4 | 1.1 | 1 | -4 | -28 | 0.9 | 4
Cc1cc(C)c(C#N)c(SCC(=O)c2ccc(Cl)cc2Cl)n1 | x | 1519 | 0 | -2 | 1 | 0.9 | 0.8 | 0 | x | 1 | 19
Cc1ccc(NC(=O)CCNC(=O)c2ccco2)cc1F | -0.22 | 1594 | 1 | 5 | -2 | 1 | 0.9 | 2 | 0 | 1 | 5
Fc1ccc(Cn2nnnc2C(c2ccc(Cl)cc2)N2CCSCC2)cc1 (stereo not given) | x | 1548 | -16 | 1 | -7 | 0.9 | 0.7 | -3 | x | 0.9 | 26
COc1cc(NC(=O)CSc2nnc(Cn3nnc4ccccc43)n2C)cc(OC)c1 | x | 1529 | 1 | 0 | 0 | 1 | 0.9 | 6 | x | 1 | 6
CC1CCN(CC(=O)NCc2ccco2)CC1 | -0.96 | 1642 | 10 | 4 | -1 | 1.1 | 1 | 7 | -26 | 1.1 | -3
COc1ccc(OCCSCc2nnc(NC(=O)Nc3ccc(Cl)cc3)s2)cc1 | 0.88 | 1585 | 2 | -1 | 2 | 1.1 | 0.9 | 8 | -11 | 1.1 | 7
CCSc1oc(-c2ccccc2)nc1S(=O)(=O)c1ccccc1 | -0.031 | 1802 | -4 | 0 | 10 | 1.2 | 0.8 | 14 | 17 | 1.5 | 17
O=C(NCCc1csc(-c2cccnc2)n1)c1ccco1 | x | 1422 | -4 | 9 | -4 | 0.9 | 0.8 | -8 | -26 | 0.9 | 23
CN(C)C(=O)/C(C#N)=C\c1cc(Br)c(Sc2ccc(Cl)cc2)o1 | x | 1610 | 0 | 7 | 2 | 1 | 0.9 | -3 | 5 | 1 | 13
Cc1c(/C(O)=C2\C(=O)C(=O)N(CCN(C)C)C2c2cccs2)cnn1-c1ccccc1 (stereo not given) | -0.15 | 1579 | 6 | 4 | 17 | 1.1 | 1 | 1 | x | 1.1 | 1
CCn1cc(C2=NCC(C)O2)c2ccccc21 (stereo not given) | x | 1405 | 14 | 1 | -7 | 0.8 | 0.9 | 1 | x | 0.9 | 13
CCOC(=O)c1nc2nc(C)cc(=O)n2[nH]1 | x | 1567 | 6 | 4 | 2 | 1.1 | 1 | 7 | 6 | 1.1 | -3
CCn1c(C2CC(=O)N(c3cc(C)cc(C)c3)C2)nc2ccccc21 (stereo not given) | x | 1521 | -11 | 3 | 3 | 1 | 1.1 | -1 | -22 | 1 | -5
O=C(CN1C(=O)c2ccccc2C1=O)NCC(=O)OCC(=O)c1ccc(Cl)cc1 | -0.12 | 1697 | -1 | 9 | 3 | 0.9 | 1 | 12 | 7 | 1 | 1
COc1cnc(NS(=O)(=O)c2ccc(N)cc2)nc1 | x | 1358 | 13 | 1 | -1 | 1 | 1 | -1 | -14 | 1 | 2
Cc1ccc(O)c(N=Cc2sc3ccccc3c2Cl)c1 | x | 1723 | 9 | 12 | 6 | 0.9 | 0.8 | -1 | -23 | 0.8 | 18
CCOc1cc2[nH]c(=O)n(Cc3cccc(OC)c3)c(=O)c2cc1OCC | -0.017 | 1529 | 3 | 0 | -5 | 1.2 | 1 | 10 | -54 | 1.1 | 2
CCCOC(=O)C1=C(C)NC2=C(C(=O)C(C(=O)OC)C(C)C2)C1c1ccc(N(CC)CC)cc1 (stereo not given) | -0.26 | 1354 | 4 | 1 | -2 | 0.8 | 0.6 | 4 | x | 0.7 | 40
Cc1cc(C)nc(N(C#N)Cc2ccccc2C)n1 | -0.18 | 1357 | 16 | -8 | 1 | 0.9 | 1 | 3 | -21 | 1 | -2
Cc1cc(C)c(C#N)c(SCS(=O)Cc2ccccc2)n1 (stereo not given) | -0.9 | 1510 | 5 | 5 | 14 | 0.9 | 0.9 | 8 | -17 | 0.9 | 12
CCc1ccc(S(=O)(=O)N2CC(=O)Nc3ccccc32)cc1 | -0.57 | 1406 | 6 | 0 | -2 | 1 | 0.9 | -4 | x | 0.9 | 13
O=C(NC1CCCCCC1)C1CCN(S(=O)(=O)c2ccc(F)cc2)CC1 | x | 1692 | -4 | 6 | -2 | 1 | 0.8 | 1 | 9 | 1 | 18
COc1ccc(OC)c(C2CC(=O)c3c([nH]c(C(=O)OC(C)C)c3C)C2)c1 (stereo not given) | x | 1587 | 14 | -4 | -8 | 0.8 | 0.7 | -3 | 23 | 0.8 | 29
Cc1ccc(CCN2CC(C(=O)N3CCN(c4ccc(F)cc4)CC3)CC2=O)cc1 (stereo not given) | x | 1545 | 3 | -3 | -3 | 1 | 0.9 | -5 | x | 1 | 9
COc1ccc([N+](=O)[O-])cc1NC(=O)c1ccc(CN(c2ccccc2)S(C)(=O)=O)cc1 | 0.053 | 1432 | 19 | -2 | -1 | 1 | 1 | 7 | 4 | 1.1 | 3
